Assay outcomes (PubChem BioAssay)
Y pestis TopoI: Yersinia pestis topoisomerase I inhibitors, primary screen, biochemical, cleavage product accumulation, plate reader, single point | DNA topoisomerase I (Yersinia pestis CO92) | Y. pestis Topo-I cleavage product accumulation | activity, % at 10 µM | AID 504884, 2011 | 360,000 tested, 0.064% active; in the data active = activity above about 50%, passing the limit was not always enough; inconclusive = no clear call, values can overlap the other calls; note: inactives centre near 2
FadD28 FP inh: inhibitors of FadD28 bisubstrate probe binding, primary screen, biochemical, fluorescence polarization, single point; 360,000 tested, 0.22% active; inhibition, % at 12.5 µM; AID 588549, 2011; Mycobacterium tuberculosis FadD28 fatty-acid-AMP ligase; in the data active = inhibition above about 8.5%, passing the limit was not always enough; inconclusive = no clear call, values can overlap the other calls
CCHFV vOTU inh: CCHFV vOTU protease inhibitors, primary screen, biochemical, Pep-AMC substrate, fluorescence. AID 651958, 2012. Crimean-Congo hemorrhagic fever virus L polyprotein viral ovarian tumor (vOTU) protease …. inhibition, % at 11.5 µM. 370,000 tested, 0.55% active; in the data active = inhibition above about 30%; note: 0% = vehicle wells with enzyme and 100% = no enzyme wells
BoNT F protease: BoNT/F light chain protease inhibitors, primary screen, biochemical, flow cytometry, MLPCN library; Botulinum neurotoxin type F light chain protease (Clostridium botulinum); Multiplex microsphere protease cleavage assay; inhibition, % at 10 µM; 360,000 tested, 0.22% active; AID 588497, 2011; in the data active = inhibition above about 35%, passing the limit was not always enough; inconclusive = no clear call, values can overlap the other calls; note: plate controls were buffer without enzyme for full effect and enzyme alone for no effect
TcdB inh: TcdB glycohydrolase inhibitors, primary screen, biochemical, single point, plate reader | Toxin B (Clostridioides difficile), P18177 | AID 652162, 2013 | 350,000 tested, 0.24% active | inhibition, % at 9.99 µM | TcdB glycohydrolase enzymatic assay; in the data active = inhibition above about 10%
PrPC surface inh: inhibitors of human cell surface prion protein PrPC, primary screen, cell-based, TR-FRET | inhibition, % at 13.8 µM | 370,000 tested, 0.43% active | TR-FRET read-out; in the data active = inhibition above about 24%; note: 0% = median of the test wells and 100% = reference compound wells
PfHsp40 yeast: rescue of yeast from PfHsp40 toxicity, primary screen, S. cerevisiae, ATP luminescence. S. cerevisiae expressing PfHsp40, growth rescue. growth rescue, % at 12.5 µM. 340,000 tested, 0.68% active; in the data active = growth rescue above about 28%, passing the limit was not always enough; inconclusive = no clear call, values can overlap the other calls;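 note: yeast W303a lacking pdr1 and pdr3 grown in galactose medium; growth measured after three days at 30 °C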
BoNT-A LC inh2: BoNT/A light chain protease inhibitors, primary screen, biochemical, flow cytometry, MLPCN library. Botulinum neurotoxin type A light chain protease (Clostridium botulinum A str. ATCC 3502). multiplex microsphere protease substrate cleavage. inhibition, % at 10 µM. 360,000 tested, 0.17% active. AID 588499, 2011; note: plate controls were buffer without enzyme for full effect and enzyme alone for no effect
Anthrax LF prot: Bacillus anthracis LF protease inhibitors, primary screen, biochemical, multiplex microsphere, MLPCN library | Lethal factor (Bacillus anthracis), P15917 | multiplex microsphere protease cleavage assay | inhibition, % at 10 µM | 360,000 tested, 0.12% active; note: plate controls were buffer without enzyme for full effect and enzyme alone for no effect
Target sequence (P15917 whole entry, looked up): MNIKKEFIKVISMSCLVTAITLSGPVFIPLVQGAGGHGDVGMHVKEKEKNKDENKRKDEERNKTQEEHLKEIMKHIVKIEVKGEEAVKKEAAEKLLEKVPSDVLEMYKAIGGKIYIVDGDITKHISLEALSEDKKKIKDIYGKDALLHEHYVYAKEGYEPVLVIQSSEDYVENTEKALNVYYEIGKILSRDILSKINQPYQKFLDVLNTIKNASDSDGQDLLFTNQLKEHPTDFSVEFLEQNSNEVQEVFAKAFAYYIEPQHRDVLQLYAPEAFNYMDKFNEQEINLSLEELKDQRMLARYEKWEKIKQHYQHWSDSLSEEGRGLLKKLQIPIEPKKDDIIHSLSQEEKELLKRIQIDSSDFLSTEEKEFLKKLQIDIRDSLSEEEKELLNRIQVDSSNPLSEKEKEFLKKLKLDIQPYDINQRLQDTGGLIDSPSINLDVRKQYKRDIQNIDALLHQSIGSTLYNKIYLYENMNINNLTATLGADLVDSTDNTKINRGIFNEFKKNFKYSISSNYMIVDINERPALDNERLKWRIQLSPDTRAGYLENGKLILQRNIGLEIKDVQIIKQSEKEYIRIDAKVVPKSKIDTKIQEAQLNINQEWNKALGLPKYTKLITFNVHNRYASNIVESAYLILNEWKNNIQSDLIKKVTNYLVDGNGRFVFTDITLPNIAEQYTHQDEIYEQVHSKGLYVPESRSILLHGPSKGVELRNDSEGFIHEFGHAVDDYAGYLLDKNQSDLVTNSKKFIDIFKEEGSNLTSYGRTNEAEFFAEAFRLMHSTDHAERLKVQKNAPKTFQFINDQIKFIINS
* hit, by the source's call; u = inconclusive; x = not tested or not shown; & = joins results of further samples. Cut-off read from the data, not from the text of the source, unless noted: active = inhibition above about 30%; inconclusive = no clear call, values can overlap the other calls; inactive = below that. Rows are unselected (roughly 2.3% active in at least one column).

SMILES	Y pestis TopoI	FadD28 FP inh	CCHFV vOTU inh	BoNT F protease	TcdB inh	PrPC surface inh	PfHsp40 yeast	BoNT-A LC inh2	Anthrax LF prot
CCc1[nH]nc2c1C(c1ccsc1)C(C#N)=C(N)O2 (stereo not given)	2	-1.9	-9	x	x	-6	-1.3	x	x
N#Cc1ccc(S(=O)(=O)N2CCN(CN3C(=O)CC4(CCCC4)C3=O)CC2)cc1	20	-1.9	-10	7	0.3	10	x	0.1	-4
Cc1cc(C(=O)Nc2ccc3c(c2)OCCO3)nn1C(C)(C)C	-1	-1.7	-15	x	2.9	7	-0.7	x	x
COc1cccc(-c2sc3ccccc3c2-c2ccc(OCCN(C)C)cc2)c1	-16	-13	10	-18	1.6	-10	21	-0.5	0
Cc1cc([N+](=O)[O-])nn1CC(=O)N1N=C(C(F)F)CC1(O)C(F)F (stereo not given)	-7	-0.7	-7	-4	-0.8	3	-0.6	-0.6	-2
Cc1ccc(CN(c2ccc(C(=O)NCc3ccc4c(c3)OCO4)cc2)S(C)(=O)=O)cc1	-4	0.1	15	-2	x	3	-0.3	-0.2	-1
CCCCN1C(C(=O)Nc2ncccn2)=C(O)c2ccccc2S1(=O)=O	-8	0.4	9	8	3.2	0	-0.5	-2.6	11
COc1ccc(CNC(=O)COC(=O)/C=C/c2cccc(Br)c2)cc1	3	1.1	5	12	-0.1	-6	-0.4	0.8	9
COCC(=O)OCC(=O)Nc1ccccc1-c1ccccc1	5	-4.3	2	-2	2.0	3	0.8	0.9	0
C=C(C)CN(CC)c1nc(N)c2c(N)nc3c(c2c1C#N)CC(=O)N3C12CC3CC(CC(C3)C1)C2	-9	-5.9	6	-39	x	3	-1.4	7.2	-1
CC1(C)CC(=O)C2=C(C1)Nc1ccccc1NC2c1cccc(F)c1 (stereo not given)	0	-1.4	-7	-13	0.6	-4	-0.1	1.5	14
CCOc1ccccc1-n1c(CNc2ccc(F)cc2)nnc1SCC(=O)NCc1ccco1	32	-4.6	-3	0	x	1	0.7	-0.2	-6
Cc1ccnc(NS(=O)(=O)c2ccc(NC(=O)c3ccc(Cl)cc3[N+](=O)[O-])cc2)n1	-8	0.0	-8	u	-0.2	-13	-1.2	1.0	6
COc1ccc(C(=O)N2CCCC(CCC(=O)NCc3ccccc3F)C2)c(OC)n1 (stereo not given)	9	-0.7	-3	-3	1.2	4	-0.4	2.1	0
COCC(C)NC(=O)C1CC(c2cccc(Br)c2)=NO1 (stereo not given)	3	-1.4	-6	-6	x	-5	0.4	-1.0	-2
CC(=O)Nc1ccc(NC(=O)COC(=O)c2cc(S(=O)(=O)N(C)C)ccc2N2CCCC2)cc1	-9	-0.9	-6	u	-0.2	-4	-0.6	u	u
O=C(CSc1nc(O)cc(=O)n1-c1ccccc1)NCc1ccccc1	11	0.5	6	-1	x	-2	2.0	-1.5	-1
CCN(C(=O)COC(=O)COc1ccccc1Cl)c1c(N)n(Cc2ccccc2)c(=O)[nH]c1=O	0	-4.3	-1	x	1.4	-6	-1.0	x	x
O=C(NCc1nnnn1-c1ccccc1)c1ccc2ccccc2c1	5	-0.1	-5	2	1.5	-10	x	-0.3	4
Cc1c(NS(=O)(=O)c2cc(C(=O)NCc3cccc(Cl)c3)ccc2Cl)c(=O)n(-c2ccccc2)n1C	6	-4.5	10	-1	0.0	2	-0.5	-0.3	-9
COc1ccc(N2CCN(C(CNC(=O)C(=O)NCC(OC)OC)c3ccco3)CC2)cc1 (stereo not given)	0	-0.1	14	1	0.8	-7	0.5	0.0	-3
CCOc1ccccc1NC(=O)C1CCCC1	0	-0.9	14	4	0.9	12	-1.0	0.4	-4
Cc1ccc(S(=O)(=O)N2CCN(C(=O)c3ccc4c(c3)OCO4)CC2)cc1	-3	0.0	12	-23	2.2	8	-2.0	-3.7	-12
COc1cc2c(cc1OC)C(c1ccccc1Cl)N(C)CC2 (stereo not given)	2	-2.5	0	-59	2.5	-5	-0.5	0.2	1

An excerpt from above, limited to TcdB inh and PrPC surface inh.
| SMILES | TcdB inh | PrPC surface inh |
| --- | --- | --- |
| CC(=O)Nc1ccc(NC(=O)COC(=O)c2cc(S(=O)(=O)N(C)C)ccc2N2CCCC2)cc1 | -0.2 | -4 |
| O=C(CSc1nc(O)cc(=O)n1-c1ccccc1)NCc1ccccc1 | x | -2 |
| CCN(C(=O)COC(=O)COc1ccccc1Cl)c1c(N)n(Cc2ccccc2)c(=O)[nH]c1=O | 1.4 | -6 |
| O=C(NCc1nnnn1-c1ccccc1)c1ccc2ccccc2c1 | 1.5 | -10 |

(listing goes on)
SMILES	Y pestis TopoI	FadD28 FP inh	CCHFV vOTU inh	BoNT F protease	TcdB inh	PrPC surface inh	PfHsp40 yeast	BoNT-A LC inh2	Anthrax LF prot
Cc1cc(C(=O)Nc2cccc3ccccc23)oc1C	-2	-2.5	17	-2	1.0	-2	x	-0.1	-11
COc1ccccc1N1CCN(C(=O)CCNC(=O)c2ccco2)CC1	9	x	-6	-4	1.3	-1	-1.3	1.4	-4
Cn1c(-c2ccccc2)cnc1SCc1nc2ccccc2c(=O)[nH]1	20	-1.6	3	10	x	16	0.0	u	4
CC1CCc2c(C(=O)Nc3ccccn3)csc2C1 (stereo not given)	2	-0.3	6	-13	0.8	-9	265*	-0.2	3
COc1ccc(CNC(=O)Cc2cccs2)cc1OC	14	-3.2	5	-21	0.6	-3	0.4	-4.2	-6
Cc1nc2ccc(C(=O)N/N=C/c3ccc(O)cc3)cc2[nH]1	0	-2.2	11	-25	1.4	-14	-0.4	-2.8	-4
COc1ccc(-c2csc(Nc3ncccc3C)n2)cc1	-10	-2.5	0	-6	x	6	u	-0.8	-3
c1ccc(Nc2cccc(Nc3ccccc3)n2)cc1	-31	-2.4	11	-24	x	-3	54*	-2.3	-8
Cc1cc(S(=O)(=O)Nc2ccc3c(c2)COC3=O)ccc1F	-4	-0.2	7	-1	1.6	6	-1.3	-0.7	3
CCOC(=O)c1ccc(NC(=S)N(CCCN2CCCC(C)C2)Cc2cccs2)cc1 (stereo not given)	-12	-1.7	5	2	2.2	-5	0.4	-0.2	-3
CC(C)NCc1nnc(-c2ccccc2Cl)o1	11	-0.7	-7	1	-0.1	0	-1.5	-0.3	-2
Cc1nnc(SCC2=C(C(=O)O)N3C(=O)C(NC(=O)Cn4nc(C)c(Cl)c4C)C3SC2)s1 (stereo not given)	6	-2.2	17	7	-0.9	-10	-0.7	-0.3	-3
Cc1ccc(OCCOCCNC(C)C)c(Br)c1	-2	-2.7	7	-6	x	-3	-1.3	-0.1	1
O=C(c1ccccc1)[C@@H]1[C@@H](C(=O)c2ccc(F)cc2)[C@@]2(C(=O)Nc3ccccc32)[C@H]2c3ccccc3C=CN12	6	-2.8	84*	17	-0.7	-3	2.0	39*	29
Clc1ccc2c(N3CCOCC3)ccnc2c1	4	-3.9	4	u	2.4	0	0.1	-0.9	19
O=C(Nc1ccc(N2CCCC2)c(S(=O)(=O)Nc2cccc(C(F)(F)F)c2)c1)c1cccs1	-17	-5.9	22	-9	x	9	0.7	0.2	-1
COc1ccc(C(=O)Nc2cc(C(C)=O)c(C)oc2=O)cc1	7	-3.6	-14	0	0.7	3	0.8	0.2	-14
COc1ccc2nc(SCC(=O)NC3(C#N)CCCCC3)[nH]c2c1	1	0.0	-5	-11	1.4	4	x	1.9	6
N#C/C(=N/O)c1nc(-c2ccc(F)cc2)cs1	3	-2.8	-1	-2	-0.6	-12	1.5	1.1	2
CC1=[N+]([O-])C2(N)CCc3nonc3C2(O)C1 (stereo not given)	4	-1.3	18	5	x	-3	0.5	0.1	-6
O=C(OCC(=O)N1CCOCC1)c1cccc(S(=O)(=O)N2CCCc3ccccc32)c1	-4	-1.3	-7	-1	-0.3	-2	0.0	0.3	-8
Cc1cc(CNC(=O)Cc2ccccc2)c2ccccc2n1	1	-2.6	-3	1	0.4	0	2.4	0.6	-3
COc1ccc(C(=O)Nc2ccccc2C(=O)O)cc1NC(=O)C(c1ccccc1)c1ccccc1	8	-25	2	3	-0.1	6	2.1	-0.4	-6
CCCC(=O)N1CCN(c2nnc(-c3ccccc3)c3ccccc23)CC1	28	-1.0	7	-22	0.5	-5	-1.4	0.6	-2
Cc1ccc(-n2ncc3c(NCc4ccc5c(c4)OCO5)ncnc32)c(C)c1	17	-2.6	-2	0	x	7	2.3	0.1	3
O=C(NCCCN1CCOCC1)c1cc2ccccc2oc1=O	-3	-2.1	-5	8	x	-1	-0.9	1.3	7
CCOC(=O)C(C(=O)c1ccccc1)C(c1ccccc1)c1nccc2ccccc12 (stereo not given)	31	0.4	9	-5	1.5	-1	x	-0.1	-3
CCCCn1c(SCC(=O)NCc2ccc(OC)c(C(=O)O)c2)nc2cc(S(N)(=O)=O)ccc21	9	-1.9	16	-12	1.6	9	-0.4	0.8	-1
CC(O)CNc1nc2c(c(=O)n(Cc3ccccc3)c(=O)n2C)n1C (stereo not given)	4	-1.7	4	11	-1.6	6	-1.5	-3.5	-21
N#CC1c2ccccc2-n2nncc2CN1C(=O)c1ccccc1F (stereo not given)	x	-0.1	-3	-1	-0.5	8	x	0.9	0
Cc1ccc(CNC(=O)CCCn2nc(C)n3ccnc3c2=O)cc1	2	-3.5	6	-11	-0.6	0	-0.7	-0.4	-5
Cc1nc(C/C(=N\Nc2ccccc2)c2ccc(O)cc2O)cs1	-26	-3.3	-1	-4	-1.9	1	1.3	-1.4	1
CCC(C)COC(=O)C(C#N)c1nc2ccccc2nc1N1CCCCC1 (stereo not given)	3	-1.5	-3	6	x	-7	-0.8	u	15
COc1ccc(-n2nnnc2C(c2ccccc2)N2CCN(C/C=C/c3ccccc3)CC2)cc1 (stereo not given)	x	-1.3	3	7	1.2	-5	x	1.6	8
Cc1cccc(NC(=O)NCC(F)(F)F)n1	0	-3.7	-2	2	x	-3	0.4	u	-9
O=C(NCO)c1cccnc1	2	1.8	-2	-17	-0.2	-1	0.2	-1.2	-13

Profiles, quoted from the list. Order of values: Y pestis TopoI	FadD28 FP inh	CCHFV vOTU inh	BoNT F protease	TcdB inh	PrPC surface inh	PfHsp40 yeast	BoNT-A LC inh2	Anthrax LF prot
CCOC(=O)C(C(=O)c1ccccc1)C(c1ccccc1)c1nccc2ccccc12 (stereo not given) across the screens: 31	0.4	9	-5	1.5	-1	x	-0.1	-3
Cc1ccc(CNC(=O)CCCn2nc(C)n3ccnc3c2=O)cc1 across the screens: 2	-3.5	6	-11	-0.6	0	-0.7	-0.4	-5

The results go on.
SMILES	Y pestis TopoI	FadD28 FP inh	CCHFV vOTU inh	BoNT F protease	TcdB inh	PrPC surface inh	PfHsp40 yeast	BoNT-A LC inh2	Anthrax LF prot
Cc1ccc2c(C(=O)CN3CCC4(CC3)OCCO4)c(C)[nH]c2c1	4	-0.3	6	-63	x	-12	7.5	-3.3	-7
COc1ccc(CCNC(=O)COC(=O)c2cncc(Br)c2)cc1OC	3	-1.3	-1	7	-0.6	-1	0.1	3.3	-9
CSCCC(C(=O)NCc1cccs1)N1C(=O)c2ccccc2C1=O (stereo not given)	-3	-0.6	1	-22	1.6	1	-0.1	-0.7	2
CCOc1ccc(NC(=O)c2ccccn2)cc1	-5	-1.7	-14	-1	1.0	-21	-2.5	0.8	2
Cc1c(C(=O)N2CCCC2)sc(NC(=O)c2cccs2)c1C#N	-1	-2.6	4	-3	x	3	5.7	0.1	-2
C[C@@H]1CN([C@@H](C)CO)C(=O)CCCn2cc(nn2)CO[C@H]1CN(C)C(=O)Oc1ccccc1	11	0.3	-8	-5	0.6&-0.4	-5	x	0.0	-4
COCCN1Cc2cccc(C(=O)Nc3ccccc3OC)c2C1=O	-9	-3.5	-1	x	x	0	-2.4	x	x
COc1ccc(CNC(=O)CN(C(=O)c2csnn2)c2cccc(F)c2)cc1	0	0.0	-8	-10	1.2	7	0.7	-1.3	7
